From PubChem BioAssay
LAP4 TOR yeast = modulators of LAP4-GFP expression in yeast, primary screen, S. cerevisiae, multiplex flow cytometry, MLPCN library. 3 h; median GFP as percent of DMSO wells. GFP response vs DMSO, % at 10 µM. 0.34% of 320,000 active. AID 2023, 2009;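 active = GFP response vs DMSO above a set limit, about the screen mean plus 3 SD, cut at about 150% in these data; inconclusive = under 70 cell events counted for the yeast strain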
AHR activator = AHR activators, primary screen, cell-based, luminescence, luciferase reporter, human | 2.5% of 320,000 active | Aryl hydrocarbon receptor (Homo sapiens), P35869 | AHR-responsive luciferase reporter cells | activation, % at 5 µM; in the data active = activation above about 47%;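 also: 0% = vehicle wells and 100% = reference agonist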
Target sequence (P35869 whole entry, looked up): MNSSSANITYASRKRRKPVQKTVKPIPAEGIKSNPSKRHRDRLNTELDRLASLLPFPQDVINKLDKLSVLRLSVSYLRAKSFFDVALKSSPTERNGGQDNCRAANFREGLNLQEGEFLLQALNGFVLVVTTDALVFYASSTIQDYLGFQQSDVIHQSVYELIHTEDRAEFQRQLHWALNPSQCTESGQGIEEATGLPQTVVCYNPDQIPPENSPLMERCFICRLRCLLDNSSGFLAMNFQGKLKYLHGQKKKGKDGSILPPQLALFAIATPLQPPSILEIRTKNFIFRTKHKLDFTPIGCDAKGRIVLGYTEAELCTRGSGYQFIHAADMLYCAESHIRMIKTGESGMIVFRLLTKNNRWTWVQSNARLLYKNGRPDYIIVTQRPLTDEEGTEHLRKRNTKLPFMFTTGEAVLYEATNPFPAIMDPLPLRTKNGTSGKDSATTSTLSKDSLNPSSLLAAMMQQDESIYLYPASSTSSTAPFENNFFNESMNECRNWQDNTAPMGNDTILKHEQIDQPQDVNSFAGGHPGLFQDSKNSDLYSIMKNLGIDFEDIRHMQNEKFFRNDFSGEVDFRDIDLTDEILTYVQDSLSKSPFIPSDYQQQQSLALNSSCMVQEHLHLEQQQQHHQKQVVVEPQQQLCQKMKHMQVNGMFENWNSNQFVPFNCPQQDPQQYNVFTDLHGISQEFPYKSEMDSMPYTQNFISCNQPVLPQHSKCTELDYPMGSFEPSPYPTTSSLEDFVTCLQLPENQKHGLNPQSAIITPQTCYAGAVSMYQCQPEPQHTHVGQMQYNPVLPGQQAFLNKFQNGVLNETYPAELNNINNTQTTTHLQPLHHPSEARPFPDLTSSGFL
procasp7 counter = procaspase-7 activators, primary screen, counter-screen for procaspase-3 activator project, biochemical, absorbance, HTS, human; Caspase-7 (Homo sapiens), P55210; activation, % at 8.5 µM; recombinant procaspase-7, Ac-DEVD-pNA absorbance 405 nm; D23A/D198A/D206A triple mutant, cannot self-cleave; scale: DMSO 0, 5 µM enzyme 100; 0.093% of 330,000 active;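 active = percent activation above the screen-wide mean plus 3 SD, cut at about 25% in these data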
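Detection: p-Nitroaniline absorbance at 405 nm, read at 0 and 120 min; system: Uncleavable procaspase-7 mutant enzyme; evaluation: % activation from two-timepoint absorbance difference, scaled to controls; times: 1 h enzyme–compound preincubation and 2 h substrate reaction, both 25 °C; buffer or medium: Zinc-free HEPES pH 7.4 with 300 mM NaCl, 0.01% Triton X-100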
procasp3 activ = activators of human procaspase-3 D3A mutant, primary screen, biochemical, absorbance, PC-3 D3A mutant, single concentration. Caspase-3 (Homo sapiens), P42574. recombinant procaspase-3 D3A, Ac-DEVD-pNA absorbance 405 nm. activation, % at 8.5 µM. 0.11% of 330,000 active. AID 463141, 2010;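 active = activation above the mean of all tested compounds plus 3 SD, cut at about 21% in these data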;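 also: 0% = DMSO alone and 100% = DMSO wells spiked with extra 5 µM PC-3 D3A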
Target sequence (P42574 whole entry D9A/D28A/D175A): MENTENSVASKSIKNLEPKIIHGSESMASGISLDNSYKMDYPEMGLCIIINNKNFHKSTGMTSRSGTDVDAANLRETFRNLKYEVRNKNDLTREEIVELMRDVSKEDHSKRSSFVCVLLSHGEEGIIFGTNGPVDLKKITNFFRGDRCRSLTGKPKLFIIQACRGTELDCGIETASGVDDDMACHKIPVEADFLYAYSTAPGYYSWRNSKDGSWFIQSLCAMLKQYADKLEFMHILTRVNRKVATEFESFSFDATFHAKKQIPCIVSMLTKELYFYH
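Compound: 8.5 µM single point, 0.8% DMSO / Material: Autoprocessing-dead procaspase-3 D3A mutant enzyme / Timing: 1 h preincubation plus 2 h reaction at 25 °C / Medium: Zinc-free HEPES/NaCl buffer with 0.01% Triton X-100 at pH 7.4 / Technique: 405 nm absorbance of p-nitroaniline, reads at 0 and 120 min / Repeats: one well per compound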
MEP2-GFP yeast = modulators of MEP2-GFP levels in yeast, primary screen, S. cerevisiae, multiplex flow cytometry, MLPCN library | 0.51% of 330,000 active | GFP response vs DMSO, % at 10 µM | AID 2016, 2009 | S. cerevisiae MEP2-GFP strain, 3 h; 100% = DMSO control level;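 active = GFP response versus DMSO above a set limit, roughly screen mean plus 3 SD, cut at about 180% in these data; inconclusive = fewer than 70 cells counted for a yeast strain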;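 also: median GFP fluorescence of the barcode-gated MEP2-GFP cells per well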
Yeast superoxide = reduction of superoxide in aged yeast, primary screen, HTS; 0.18% of 330,000 active; S. cerevisiae aged cells, superoxide DHE fluorescence; stronger effect = lower value; superoxide response (% of plate mean), % at 10 µM; AID 2690, 2010;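 active = superoxide response under a set limit, about three screen SD below normal, cut at about 65% in these data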;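 also: yeast aged for seven days with compound at 30 °C before DHE staining; 100% = average MFI of all compound-treated wells on the plate with controls excluded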
RPL19A TOR yeast = RPL19A-GFP expression modulators in yeast, primary screen, cell-based, S. cerevisiae, multiplex flow cytometry, MLPCN. S. cerevisiae RPL19A-GFP strain, 3 h; stronger effect = lower value. 0.3% of 330,000 active. AID 2025, 2009. percent response vs DMSO, % at 10 µM;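 active = percent response vs DMSO below 50%; inconclusive = fewer than 70 events counted for the yeast strain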;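 also: median channel GFP fluorescence of the barcoded RPL19A-GFP strain; ratio of sample median GFP to plate DMSO average so 100% = DMSO; lower means less RPL19A-GFP as with rapamycin TOR inhibition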
JMJD2C inh = inhibitors of GASC-1 histone demethylase, primary screen, biochemical, fluorescence, DELFIA europium. Lysine-specific demethylase 4C (Homo sapiens), Q9H3R0. AID 2099, 2009. GST-JMJD2C(1-420) H3K9me3 demethylation. 0.069% of 330,000 active. inhibition, % at 2.35 µM;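 active = more than half of a compound's replicate wells show inhibition beyond 50%, single wells judged on their own value; inconclusive = some, but no more than half, of replicates pass 50% inhibition; inactive = no replicate passes 50% inhibition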;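 also: signal counts dimethyl H3K9 product captured on neutravidin plate; 0% = median of DMSO wells and 100% = 0.3 times that DMSO median; strong numbers were not always called active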
An asterisk follows results filed as active; [ ] = dose if it differs, or a comment.

CCn1c(CSc2nc(C)cc(C)n2)nnc1SCC(=O)Nc1ccccc1 was read as LAP4 TOR yeast 111, AHR activator 0, procasp7 counter 2, procasp3 activ -10, MEP2-GFP yeast 112, Yeast superoxide 111, RPL19A TOR yeast 115 and JMJD2C inh 4.
CC(=O)N(CCOc1ccccc1)CCOc1ccccc1 was read as LAP4 TOR yeast 103, AHR activator 3, procasp7 counter 5, procasp3 activ -5, MEP2-GFP yeast 93, Yeast superoxide 86, RPL19A TOR yeast 95 and JMJD2C inh 4.
Screening O=C1CC2(CCN(C(=O)COc3ccccc3F)CC2)Oc2ccccc21 returned LAP4 TOR yeast 101, AHR activator 0, procasp7 counter 0, procasp3 activ -1, MEP2-GFP yeast 104, Yeast superoxide 91, RPL19A TOR yeast 101 and JMJD2C inh 4.
`Cc1cc(NC(=O)CSCC(=O)Nc2cccc(S(=O)(=O)N3CCCCCC3)c2)no1` gave LAP4 TOR yeast 113, AHR activator 2, procasp7 counter -3, procasp3 activ -3, MEP2-GFP yeast 100, Yeast superoxide 107, RPL19A TOR yeast 98 and JMJD2C inh 1.
For O=C1c2ccc(Oc3ccc([N+](=O)[O-])cc3)cc2C(=O)N1c1ccncc1 the results were LAP4 TOR yeast 93, AHR activator 2, procasp7 counter 2, procasp3 activ -2, MEP2-GFP yeast 102, Yeast superoxide 104, RPL19A TOR yeast 105 and JMJD2C inh -1.
For CCOc1ccc2[nH]c(C)c(CN(C)C)c(=O)c2c1 the results were LAP4 TOR yeast 98, AHR activator 2, procasp7 counter -3, procasp3 activ 7, MEP2-GFP yeast 101, Yeast superoxide 88, RPL19A TOR yeast 99 and JMJD2C inh 1.
For COc1ccc(CCNC(=S)N2CCN(S(=O)(=O)c3ccccc3F)CC2)cc1 the results were LAP4 TOR yeast 104[may fluoresce green], AHR activator -1, procasp7 counter -1, procasp3 activ 7, MEP2-GFP yeast 99[may fluoresce green], Yeast superoxide 100, RPL19A TOR yeast 99[may fluoresce green] and JMJD2C inh 2.
Screening COc1ccc(-n2c(=S)[nH]c3cc(C(=O)N(C)Cc4ccccc4)ccc3c2=O)cc1 returned LAP4 TOR yeast 85, AHR activator 0, procasp7 counter -4, procasp3 activ -1, MEP2-GFP yeast 101, Yeast superoxide 90, RPL19A TOR yeast 91 and JMJD2C inh -9.
For COCCCNC(=S)N(CCO)Cc1cc2cc3c(cc2[nH]c1=O)OCO3 the results were LAP4 TOR yeast 97, MEP2-GFP yeast 104, Yeast superoxide 104, RPL19A TOR yeast 107 and JMJD2C inh -1.
Screening CCOC(=O)c1ccc(NC(=O)C2C3C=CC(C3)C2C(=O)O)cc1 (stereo not given) returned LAP4 TOR yeast 98, AHR activator 4, procasp7 counter 5, procasp3 activ -2, MEP2-GFP yeast 98, Yeast superoxide 116, RPL19A TOR yeast 95 and JMJD2C inh -1.
CC(C)n1cc(/C=C2/NC(=O)N(c3cccc(Cl)c3)C2=O)c2ccccc21 was read as LAP4 TOR yeast 100, AHR activator 63*, procasp7 counter -2, procasp3 activ -6, MEP2-GFP yeast 101, Yeast superoxide 93, RPL19A TOR yeast 100 and JMJD2C inh 7.
Cc1ncoc1C(=O)N1CCCC(CCC(=O)NCc2ccccc2F)C1 (stereo not given) was read as LAP4 TOR yeast 102, AHR activator 2, procasp7 counter 4, procasp3 activ -6, MEP2-GFP yeast 93, Yeast superoxide 102, RPL19A TOR yeast 96 and JMJD2C inh 23.
For O=C(O)c1cc(NS(=O)(=O)c2ccc(N3CCCCC3)c([N+](=O)[O-])c2)cc(C(=O)O)c1 the results were LAP4 TOR yeast 90, AHR activator 1, procasp7 counter 5, procasp3 activ -9, MEP2-GFP yeast 90, Yeast superoxide 103, RPL19A TOR yeast 99 and JMJD2C inh -2.
`O=C(N/C(=C/c1cccnc1)C(=O)N1CCCCCC1)c1cccc(Br)c1` gave LAP4 TOR yeast 106, AHR activator 48*, procasp7 counter 5, procasp3 activ 3, MEP2-GFP yeast 100, Yeast superoxide 105, RPL19A TOR yeast 100 and JMJD2C inh 16.
`NC(=O)[C@H]1CC2(CC(c3cccc(NC(=O)COc4ccc(Cl)cc4)c3)=NO2)CN1C(=O)CC(c1ccccc1)c1ccccc1` (stereo not given in full) gave LAP4 TOR yeast 111, AHR activator 5, procasp7 counter 1, procasp3 activ 3, MEP2-GFP yeast 100, Yeast superoxide 121, RPL19A TOR yeast 101 and JMJD2C inh inconclusive.
For Nn1c(SCC(=O)Nc2ccc3c(c2)OCCO3)nncc1=O the results were LAP4 TOR yeast 109, AHR activator 2, procasp7 counter 1, procasp3 activ 4, MEP2-GFP yeast 100, Yeast superoxide 115, RPL19A TOR yeast 97 and JMJD2C inh 2.
CN(C(=O)c1ccccc1Cl)c1ccccc1 was read as LAP4 TOR yeast 99, AHR activator -1, procasp7 counter -4, procasp3 activ 1, MEP2-GFP yeast 102, Yeast superoxide 118, RPL19A TOR yeast 100 and JMJD2C inh -15.
`CN(C(=O)c1nn(C)c2c1CSc1ccccc1-2)c1ccccc1Cl` gave LAP4 TOR yeast 113, AHR activator 21, procasp7 counter 0, procasp3 activ -2, MEP2-GFP yeast 100, Yeast superoxide 99, RPL19A TOR yeast 100 and JMJD2C inh 0.
`COc1ccc(C(=O)NCCC2=CCCCC2)cc1S(=O)(=O)N1CCOCC1` gave LAP4 TOR yeast 113, AHR activator 3, procasp7 counter 11, procasp3 activ 3, MEP2-GFP yeast 98, Yeast superoxide 103, RPL19A TOR yeast 101 and JMJD2C inh -32.
For O=C(C(c1ccccc1)c1ccccc1)N1CC[C@@]2(O)CCCC[C@H]2C1 the results were LAP4 TOR yeast 98, AHR activator 3, procasp7 counter 1, procasp3 activ -10, MEP2-GFP yeast 92, Yeast superoxide 103, RPL19A TOR yeast 96 and JMJD2C inh -2.
For Cc1nn(Cc2ccccc2)c2c1C(c1ccccc1)C(C#N)=C(N)O2 (stereo not given) the results were LAP4 TOR yeast 92, AHR activator 4, procasp7 counter -16, procasp3 activ 2, MEP2-GFP yeast 102, Yeast superoxide 102, RPL19A TOR yeast 95 and JMJD2C inh -31.
For CC(C)N=C(NS(=O)(=O)NC(=O)c1ccccc1)c1ccccc1 the results were LAP4 TOR yeast 106, AHR activator 5, procasp7 counter -2, procasp3 activ 3, MEP2-GFP yeast 106, Yeast superoxide 86, RPL19A TOR yeast 109 and JMJD2C inh 38.
`CCOc1ccc(OCC)c(NC(=O)C2CCN(c3cnccn3)CC2)c1` gave LAP4 TOR yeast 106, AHR activator 14, procasp7 counter -4, procasp3 activ 2, MEP2-GFP yeast 100, Yeast superoxide 103, RPL19A TOR yeast 97 and JMJD2C inh -42.
For CCN(CC(=O)Nc1ccc(C)c(F)c1)CC(=O)NC(C)(C)C the results were LAP4 TOR yeast 83, AHR activator 4, procasp7 counter 5, procasp3 activ 8, MEP2-GFP yeast 108, Yeast superoxide 84, RPL19A TOR yeast 110 and JMJD2C inh 2.
For COCCSc1ccccc1C(=O)NCc1cccnc1 the results were LAP4 TOR yeast 104, AHR activator 8, procasp7 counter -4, procasp3 activ -6, MEP2-GFP yeast 96, Yeast superoxide 91, RPL19A TOR yeast 93 and JMJD2C inh -4.
`O=C(COC(=O)CCC(=O)c1ccc(F)cc1)Nc1ccc(N2CCOCC2)cc1` gave LAP4 TOR yeast 104, AHR activator -1, procasp7 counter -1, procasp3 activ -4, MEP2-GFP yeast 98, Yeast superoxide 97, RPL19A TOR yeast 99 and JMJD2C inh 23.
For COc1ccc(S(=O)(=O)N2CCC(Cc3ccccc3)CC2)cc1C(N)=O the results were LAP4 TOR yeast 97, AHR activator -4, procasp7 counter 5, procasp3 activ 0, MEP2-GFP yeast 104, Yeast superoxide 106, RPL19A TOR yeast 98 and JMJD2C inh 13.
Screening Cc1ccsc1C(=O)N1CCN(C(=O)c2ccco2)CC1 returned LAP4 TOR yeast 106, AHR activator 0, procasp7 counter 3, procasp3 activ 7, MEP2-GFP yeast 106, Yeast superoxide 88, RPL19A TOR yeast 100 and JMJD2C inh 0.
N#C/C(=N\Nc1ccc([N+](=O)[O-])cc1)C(N)=S was read as LAP4 TOR yeast 108, AHR activator 2, procasp7 counter -29, procasp3 activ -21, MEP2-GFP yeast 95, Yeast superoxide 106, RPL19A TOR yeast 92 and JMJD2C inh -1.
Screening O=C1COc2ccc(S(=O)(=O)CCC(=O)NC3CCCCC3)cc2N1 returned LAP4 TOR yeast 90, AHR activator 3, procasp7 counter -1, procasp3 activ 5, MEP2-GFP yeast 105, Yeast superoxide 96, RPL19A TOR yeast 97 and JMJD2C inh -4.
For CC(C)(C)C(=O)Nc1cccc2[nH]ncc12 the results were LAP4 TOR yeast 97, AHR activator 1, procasp7 counter 1, procasp3 activ -1, MEP2-GFP yeast 97, Yeast superoxide 97, RPL19A TOR yeast 100 and JMJD2C inh 2.
For COC(=O)c1ccc(N2CCN(c3ccccc3)CC2)c(NC(=O)C2CC2)c1 the results were LAP4 TOR yeast 96, AHR activator 0, procasp7 counter 4, procasp3 activ 1, MEP2-GFP yeast 99, Yeast superoxide 89, RPL19A TOR yeast 101 and JMJD2C inh 0.
Screening CC1=C(C(=O)OC(C)C)C(c2ccccn2)n2ncnc2N1 (stereo not given) returned LAP4 TOR yeast 96, AHR activator 3, procasp7 counter -1, procasp3 activ 9, MEP2-GFP yeast 103, Yeast superoxide 96, RPL19A TOR yeast 100 and JMJD2C inh 1.
For O=C(O)CCCNS(=O)(=O)Cc1ccccc1 the results were LAP4 TOR yeast 80, AHR activator 3, procasp7 counter 1, procasp3 activ 2, MEP2-GFP yeast 99, Yeast superoxide 98, RPL19A TOR yeast 103 and JMJD2C inh 2.
COc1ccc(-c2oc(=O)c3cc(OC)c(OC)cc3c2-c2ccc3c(c2)OCO3)cc1 was read as LAP4 TOR yeast 118, AHR activator 25, procasp7 counter 9, procasp3 activ 3, MEP2-GFP yeast 106, Yeast superoxide 102, RPL19A TOR yeast 101 and JMJD2C inh 0.
CCn1c(SCC(=O)Nc2nnc(C)s2)nnc1C(C)NC(=O)c1ccccc1 (stereo not given) was read as LAP4 TOR yeast 86, AHR activator -2, procasp7 counter -8, procasp3 activ 11, MEP2-GFP yeast 102, Yeast superoxide 94, RPL19A TOR yeast 100 and JMJD2C inh 12.
`Cc1cccc(C(=O)NC2CCN(CC(=O)Nc3ccccc3Cl)CC2)c1` gave LAP4 TOR yeast 99, AHR activator -1, procasp7 counter 3, procasp3 activ 4, MEP2-GFP yeast 97, Yeast superoxide 98, RPL19A TOR yeast 100 and JMJD2C inh -4.
